Screening results: PubChem BioAssay, Sanford-Burnham Center for Chemical Genomics
UPR XBP1 act: activators of adaptive arm of unfolded protein response (XBP1); CHO-XBP1 luciferase reporter, IRE1-XBP1 UPR activation, luminescence; percent of tunicamycin response, DMSO as zero; activation, % at 20 µM; actives 0.33% (n = 330,000); AID 463104;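 active = versus positive control, 20 µM dose yields 30% or more activation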;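 also: 100% = tunicamycin at 10 µg/mL and 0% = DMSO only wells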
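Signal: luciferase luminescence; Assay system: CHO-XBP1 luciferase reporter cells; Amount: one thousand reporter cells per well; Dosing: 20 µM single concentration, DMSO 1%; Benchmarks: high control tunicamycin 10 µg/mL final, low control DMSO vehicle only; Schedule: 6 h compound exposure at 37 °C, 5% CO2; Evaluation: percent activation relative to tunicamycin reference.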
APJ ag: activates the human apelin receptor APJ; CHO-K1 APJ PathHunter beta-arrestin, luminescence; 0% DMSO wells, 100% apelin; activation, % at 20 µM; actives 0.11% (n = 330,000);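 active = activation more than six SD over the plate average, tested at 20 µM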;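 also: 0% = DMSO alone and 100% = apelin-13 at 10 nM; some results filed as inactive read as strong as hits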
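Assay system: engineered CHO-K1 APJ arrestin reporter cells; Amount: 1000 CHO-K1 reporter cells seeded per well; Dosing: one dose, 20 µM compound, 1% DMSO; Times: compound stimulation 90 min at 25 °C, detection 60 min; Measured by: luminescent beta-gal fragment complementation, chemiluminescent substrate; Read-out: APJ–arrestin association signal; Controls: DMSO vs Apelin-13 10 nM.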
TIM10 inh: TIM10 yeast growth inhibition; inhibition, % at 10 µM; AID 463195; actives 1.4% (n = 330,000); S. cerevisiae TIM10 strain growth, BacTiter-Glo luminescence, 24 h;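 active = inhibition of 40% or more at the single tested concentration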;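 also: wild-type TIM10 isogenic control strain grown at permissive 25 °C; 0% = DMSO yeast wells and 100% = minimal medium wells without yeast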
tim10-1 inh: tim10-1 yeast growth inhibition | actives 2.2% (n = 330,000) | S. cerevisiae tim10-1 ts strain growth, BacTiter-Glo, 24 h | AID 463190 | inhibition, % at 20 µM;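 active = inhibition of at least 40%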;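 also: mutant grown at 25 °C; 0% = DMSO wells with yeast and 100% = wells holding no yeast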
NR3A LBD binder: NR3A (human) ligand-binding domain modulation; NR3A LBD differential scanning fluorimetry, Tm shift; 0% = protein alone, 100% = glycine-bound protein; Tm shift relative to glycine control, % at 25 µM; actives 2.5% (n = 340,000);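 active = melting temperature shift of at least 10% of the positive control shift, at one fixed dose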
NLRP3 yeast inh: blocks the NALP3 inflammasome reconstituted in yeast; inhibition, % at 10 µM; Yeast reconstituted NLRP3/ASC/caspase-1, beta-gal luminescence, 24 h; actives 0.39% (n = 330,000);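 active = inhibition of 50% or more; inactive = inhibition below 50%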;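 also: plate controls were induced DMSO wells for no effect and uninduced yeast grown without galactose for full effect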
CHOP UPR activ: apoptotic UPR (CHOP) activation | AID 449763 | CHO-CHOP luciferase reporter, luminescence; percent of tunicamycin response over DMSO baseline | actives 0.34% (n = 330,000) | activation, % at 10 µM;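 active = at 10 µM dose, activation of 40% or more, normalized to positive control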;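 also: 100% = tunicamycin at 10 µg/mL and 0% = DMSO alone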
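System: CHO CHOP reporter cells. Amount: 500 cells per well. Buffer or medium: F12 medium, 10% FBS. Compound dosing: one dose, 10 µM in 0.5% DMSO. Incubation: 6 h compound exposure at 37 °C after overnight seeding. Technique: Steady-Glo luciferase luminescence. Benchmarks: tunicamycin and DMSO controls.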
tim23-1 inh: inhibits growth of tim23-1 mutant yeast; S. cerevisiae tim23-1 growth, BacTiter-Glo luminescence, 24 h; inhibition, % at 20 µM; actives 1.3% (n = 330,000);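 active = growth inhibition of the mutant yeast at or above 50%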;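 also: temperature-sensitive mutant grown at 25 °C; plate controls were DMSO-treated mutant yeast for no effect and medium wells lacking yeast for full effect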
Mdm2 MdmX PPI: inhibitors of human Mdm2/MdmX interaction. O15151+Q00987. SaOS-2 split-luciferase Mdm2/MdmX complementation, luminescence. inhibition, % at 8 µM. actives 3% (n = 330,000). AID 485346;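 active = inhibition of at least 50% at 8 µM in the primary screen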
Target sequence (O15151 whole entry, looked up): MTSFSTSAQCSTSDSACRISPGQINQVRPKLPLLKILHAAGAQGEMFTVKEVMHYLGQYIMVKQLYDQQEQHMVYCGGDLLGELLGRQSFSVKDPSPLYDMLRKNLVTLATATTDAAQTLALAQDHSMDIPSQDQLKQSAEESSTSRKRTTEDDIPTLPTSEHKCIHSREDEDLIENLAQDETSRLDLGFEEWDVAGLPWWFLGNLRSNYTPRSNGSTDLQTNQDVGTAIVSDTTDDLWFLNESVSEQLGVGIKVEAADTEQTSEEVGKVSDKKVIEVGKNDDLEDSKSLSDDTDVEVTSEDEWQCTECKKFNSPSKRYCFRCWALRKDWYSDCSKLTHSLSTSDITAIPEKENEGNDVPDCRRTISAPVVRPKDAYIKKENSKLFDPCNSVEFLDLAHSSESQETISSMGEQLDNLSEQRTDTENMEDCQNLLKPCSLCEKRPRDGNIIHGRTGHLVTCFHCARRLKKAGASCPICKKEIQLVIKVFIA
Target sequence (Q00987 whole entry, looked up): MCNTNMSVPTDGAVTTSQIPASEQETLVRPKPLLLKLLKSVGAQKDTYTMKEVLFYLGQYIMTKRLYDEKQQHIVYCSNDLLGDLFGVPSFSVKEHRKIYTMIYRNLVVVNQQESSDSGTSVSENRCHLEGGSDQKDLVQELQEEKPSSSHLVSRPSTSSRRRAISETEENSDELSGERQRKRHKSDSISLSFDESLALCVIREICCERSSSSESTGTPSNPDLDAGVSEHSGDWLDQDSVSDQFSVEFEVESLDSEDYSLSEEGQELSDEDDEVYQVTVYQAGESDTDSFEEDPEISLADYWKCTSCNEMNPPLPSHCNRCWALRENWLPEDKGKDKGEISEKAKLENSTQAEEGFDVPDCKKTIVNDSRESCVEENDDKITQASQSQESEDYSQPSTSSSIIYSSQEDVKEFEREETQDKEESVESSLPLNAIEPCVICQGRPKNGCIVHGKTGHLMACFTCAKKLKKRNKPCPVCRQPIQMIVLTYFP
Active calls of the source: *.

SMILES	UPR XBP1 act	APJ ag	TIM10 inh	tim10-1 inh	NR3A LBD binder	NLRP3 yeast inh	CHOP UPR activ	tim23-1 inh	Mdm2 MdmX PPI
CN(C)c1ccc(/C=C/C=C2/SC(=S)N(c3ccccc3)C2=O)cc1	-7	-6	36	44*	1	15	-3.5	46	31
Cc1cc(C(C)(C)C)oc1C(=O)N(CC(=O)NC1CCCC1)Cc1ccccc1Cl	-4	-5	27	13	-1	-15	-1.3	40	-2
O=C1CC(c2ccc(F)cc2)CC(O)=C1C1NCCc2ccccc21 (centres undefined)	4	-4	-4	5	0	-17	1.8	2	9
O=C(NCC(c1cccs1)N1CCOCC1)c1cn(-c2ccccc2)nc1-c1ccc(F)cc1 (centres undefined)	-3	10	17	20	-3	17	-0.7	25	15
Cc1cc(C)n(/C(=C/N(C)C)C(=O)c2ccccc2)n1	1	2	-24	9	0	12	0.5	8	16
O=C(O)COc1ccc(-c2nc(-c3ccccc3)c(-c3ccccc3)[nH]2)cc1	-3	0	7	3	2	-33	-1.5	8	6
O=C(NCC(c1cccnc1)N1CCN(c2ccc(F)cc2)CC1)c1ccco1 (centres undefined)	0	2	-6	6	-4	-3	-0.6	13	-30
CCN(Cc1ccccc1)C(=O)c1cccc(S(=O)(=O)N2CCN(c3ccccc3)CC2)c1	-3	-9	29	28	0	5	-0.9	28	3
O=C(Cn1cnc2ccccc2c1=O)NC1CCCc2ccccc21 (centres undefined)	0	6	-14	-6	0	13	-0.1	-7	15
COc1ccc(S(=O)(=O)N2CCN(C(=O)c3cccs3)CC2)cc1	-1	-3	2	18	-1	21	-1.0	12	12
CC(C)(C)NC(=S)NNC(=O)c1cccc(Br)c1	3	-3	31	7	2	8	2.6	6	-20
Cc1cc(NC(=O)CCC(=O)N(c2ccccc2)C(C(=O)NC2CCCCC2)c2cccs2)no1 (centres undefined)	-2	-2	1	13	0	1	1.2	-8	20
NC(=O)c1ccc(NC(=O)c2cccc3c2OCCCO3)cc1	0	-1	6	13	2	16	0.2	6	-15
C/C(=N/NC(=O)c1ccccn1)c1ccco1	-10	2	5	-6	1	10	-5.4	-7	-6
Cc1ccccc1NC(=O)COC(=O)[C@@H]1CCCN1C(=O)c1cccs1	-3	-1	11	19	-1	10	-0.8	17	-41
NC(=O)C1CCN(C(=O)COc2ccc(S(=O)(=O)NCc3ccccc3)cc2Cl)CC1	-3	-2	-7	-6	1	5	-1.0	5	4
O=c1sc2ccccc2n1CCCOc1ccccc1	4	3	20	11	-3	23	1.2	9	-114
CCCNS(=O)(=O)c1ccc(OCC(=O)N2CCc3ccccc3C2)c(C)c1	-7	-1	-2	13	0	9	1.6	19	16
O=C(CSc1ccc(F)cc1)NNC(=O)c1ccccc1Br	5	-3	16	-5	-1	15	-0.4	15	27
O=C(Cc1ccc(Cl)cc1)Nc1ccc(C(=O)N2CCOCC2)cc1	6	-2	-10	-6	2	24	-2.2	4	10

2 entries from above, as labelled records:
mol: O=C(Cc1ccc(Cl)cc1)Nc1ccc(C(=O)N2CCOCC2)cc1
  UPR XBP1 act: 6 | APJ ag: -2 | TIM10 inh: -10 | tim10-1 inh: -6 | NR3A LBD binder: 2 | NLRP3 yeast inh: 24 | CHOP UPR activ: -2.2 | tim23-1 inh: 4 | Mdm2 MdmX PPI: 10

mol: Cc1cc(NC(=O)CCC(=O)N(c2ccccc2)C(C(=O)NC2CCCCC2)c2cccs2)no1 (centres undefined)
  UPR XBP1 act: -2 | APJ ag: -2 | TIM10 inh: 1 | tim10-1 inh: 13 | NR3A LBD binder: 0 | NLRP3 yeast inh: 1 | CHOP UPR activ: 1.2 | tim23-1 inh: -8 | Mdm2 MdmX PPI: 20

In the list so far, two contain a tert-butyl group.
SMILES	UPR XBP1 act	APJ ag	TIM10 inh	tim10-1 inh	NR3A LBD binder	NLRP3 yeast inh	CHOP UPR activ	tim23-1 inh	Mdm2 MdmX PPI
Cc1cc(C(C)(C)C)oc1C(=O)N(CC(=O)NC1CCCC1)Cc1ccccc1Cl	-4	-5	27	13	-1	-15	-1.3	40	-2
CC(C)(C)NC(=S)NNC(=O)c1cccc(Br)c1	3	-3	31	7	2	8	2.6	6	-20

New compounds follow
SMILES	UPR XBP1 act	APJ ag	TIM10 inh	tim10-1 inh	NR3A LBD binder	NLRP3 yeast inh	CHOP UPR activ	tim23-1 inh	Mdm2 MdmX PPI
CCOC(=O)c1c(C)n(-c2ccccc2)c2ccc(OCCN(C)C)cc12	-1	-5	7	24	1	12	-0.6	14	-17
CCCC1c2ccsc2CCN1C(=S)NC (centres undefined)	1	4	-13	0	-1	17	0.9	5	-29
CC(C)Sc1nc2[nH]ncc2c(=O)[nH]1	-2	-3	10	11	0	18	0.9	8	-5
N#C/C(=C/c1ccc(Sc2nc3ccccc3[nH]2)o1)c1cccc(Br)c1	-1	-1	16	32	2	18	0.5	37	60*
CC(C)CC(=O)NS(=O)(=O)c1ccc(NS(C)(=O)=O)cc1	3	-3	-14	2	0	11	-0.7	8	-7
Cc1cc(C(=O)COC(=O)Cc2n[nH]c(=O)c3ccccc23)c(C)n1CC(F)(F)F	1	-1	-11	-7	0	15	2.4	-1	3
COCCNC(=O)C1CC2Cn3c(nc4cc(C)c(C)cc43)C2N1C (centres undefined)	1	0	3	-16	4	4	0.6	-4	8
CCN(CC)C(=S)SCC(=O)NC12CC3CC(CC(C3)C1)C2	-3	-4	31	26	-2	19	2.7	44	4
CCc1nc(N[C@H](C(=O)O)C(C)CC)c2oc3ccccc3c2n1 (some centres undefined)	6	-4	0	2	-1	7	0.6	8	17
CC(C)N1CC(C(=O)Nc2ccc(Br)c(Cl)c2)CC1=O (centres undefined)	2	1	-3	14	1	6	0.4	13	4
O=C(N/N=C/c1ccccc1OC(F)F)C1=COCCO1	-2	-2	-5	8	-1	0	0.9	0	2
Cc1cc(C)n2nc(CNS(=O)(=O)c3ccc(C)c(C)c3)nc2n1	-2	-2	2	-10	-1	1	0.6	-3	18
Cc1cccc(C(=O)C2CCOC(C)(C)C2)c1 (centres undefined)	-3	-3	-12	-1	0	10	-0.7	10	25
CCCn1c(SCC(=O)c2cc(C)n(-c3ccc4c(c3)OCO4)c2C)n[nH]c1=O	-2	-2	3	-8	3	8	-0.7	11	29
COc1ccc(CNC(=O)C(Cc2ccccc2)n2cccc2)cc1 (centres undefined)	-1	-2	19	11	1	9	-2.3	6	23
CCCCN(C1CCS(=O)(=O)C1)S(=O)(=O)c1cccs1 (centres undefined)	-3	1	5	-5	1	10	0.6	-8	-40
CCN(CC)CCOc1ccc2nc(N(C)C)sc2c1	0	-4	-21	2	-1	13	2.6	1	-31
Cc1cc(OCC(=O)OCC(=O)N(C)c2c(N)n(Cc3ccccc3)c(=O)[nH]c2=O)ccc1Cl	0	0	12	1	0	-2	0.4	9	3
CC1CCc2c(sc(NC(=O)CSc3ncn[nH]3)c2C#N)C1 (centres undefined)	-9	3	-3	-2	-5	12	-7.6	12	36
CSCC[C@H](NC(=O)[C@H](Cc1ccccc1)n1c(=O)[nH]c2ccccc2c1=O)C(=O)N[C@@H](Cc1ccccc1)C(=O)O	-4	-2	4	9	1	1	-5.5	7	-3
Clc1ccc(-c2nnc3n2CCCS3)cc1	0	7	-16	5	0	12	-0.2	17	-27
CC1CCCN(c2nc(N(C)c3ccccc3)nc(N)c2[N+](=O)[O-])C1 (centres undefined)	4	-1	30	28	1	37	2.5	48	21
COc1cc2[nH]c(=O)c(C(=O)NCCCN3CCCCC3)c(O)c2cc1OC	-1	-1	11	-3	2	-3	0.6	-1	-28
CCNC(=S)N(CCCO)Cc1cc2cc3c(cc2[nH]c1=O)OCCO3	-3	3	3	7	-1	-6	1.8	14	2
CCCCn1c(SCc2ncc(-c3ccccc3)o2)nc2cc(S(N)(=O)=O)ccc21	1	-6	-2	33	-11	-16	2.9	19	19
Cn1c(/C(C#N)=C(\O)c2cccc(F)c2)nc2ccccc21	3	1	-4	-4	1	19	1.3	9	-3
O=C(COC(=O)Cc1c[nH]c2ccccc12)Nc1cccc2ccccc12	-4	2	-4	6	-5	7	-3.0	4	-2
COc1ccc(CN2CC(C(=O)NCCN3CCN(c4ccccc4F)CC3)CC2=O)cc1 (centres undefined)	0	-1	-8	8	0	16	-0.9	7	16
Cc1nn(Cc2ccc(Cl)cc2)c2sc(C(=O)O)cc12	-3	-1	-2	-13	-1	10	-1.8	4	17
O=C(NO)c1ccccc1C(F)(F)F	-2	-1	12	8	0	3	1.5	18	0
COc1ccc2cc(/C=N/NC(=O)c3ccc(CN(c4cccc(Cl)c4Cl)S(C)(=O)=O)cc3)c(Cl)nc2c1	-2	-3	-14	22	3	8	2.0	7	19
CC(C)(C)c1ccc(C(=O)N2CCC(C(=O)NC3CCCCCC3)CC2)cc1	4	-4	11	28	4	23	3.0	24	8
Fc1cccc(CSc2ccc(-c3ccc4c(c3)OCO4)nn2)c1	2	2	14	9	5	-29	2.0	11	-81
CCC(CC)C1C(C#N)=C(N)Oc2n[nH]c(C)c21 (centres undefined)	-3	-3	2	13	-2	-1	-0.6	7	52*
COc1ccc(C(=O)Nc2cc(C(F)(F)F)ccc2-n2cncn2)cc1	1	-2	-16	25	1	14	-1.2	11	10
COCCN(C(=O)CNC(=O)c1ccco1)C(C(=O)NC1CCCCC1)c1cccnc1 (centres undefined)	2	-2	-22	5	1	12	0.5	0	0
CCc1cccc(NC(=O)CCCCCC2NC(=O)NC2C)c1 (centres undefined)	-1	-2	14	6	-2	-16	1.3	-3	16
C=CCN1C(=O)/C(=c2\sc3nc(=O)c(Cc4ccccc4Cl)nn3c2=O)c2ccccc21	-1	2	18	15	3	15	1.2	17	20
CN1CCN(C(=O)C2CCCN(S(=O)(=O)c3ccc(F)cc3)C2)CC1 (centres undefined)	-4	-2	-8	0	-4	25	-0.3	6	5
CCCCCCCc1c(O)nc(SCCN2CCOCC2)[nH]c1=O	5	-2	16	13	0	7	-0.2	-1	10
CCc1c(C(=O)Nc2ncn(Cc3cccc(C)c3)n2)csc1C	0	-1	11	32	0	10	-1.2	30	-10
O=C(CSc1nnc(Nc2ccccc2)s1)NCc1cccs1	-2	-1	9	8	1	4	-1.8	9	4
COC(=O)c1ccc(N=C2SCC(=O)N2C)cc1	-5	-1	-7	-3	-2	14	2.3	-7	10
C/C(CCc1ccccc1)=N\NC(=O)CCc1ccccc1	-1	3	-11	-1	0	-5	0.7	12	-2
CCOC(=O)CSC1=Nc2ccccc2C2=NC(CC(=O)NCc3cccs3)C(=O)N12 (centres undefined)	3	-3	-17	19	-1	5	-2.3	19	20
NC(=S)N=Nc1c(O)n(Cc2ccccc2)c2ccccc12	4	-4	5	-2	-16	-1	3.0	-8	28
CCOC(=O)/C(=N/O)C1=NC(C)(C)Cc2cc(C)c(C)cc21	-2	-3	-18	21	-1	6	-0.5	8	17
CC(C(=O)NCC1CCCCC1)N1CCc2ccccc2C1 (centres undefined)	3	-3	1	12	-1	4	-0.2	17	6
Cc1cc(C)n(-c2n[nH]c(C)c2[N+](=O)[O-])n1	-2	-1	2	4	-1	11	-0.2	5	-21

Hits appear at their usual frequency, and some 8.2% of all compounds hit somewhere here.
